# CHT block – inhibitors of human choline transporter CHT. Q9GZV3. CHT-expressing cells, membrane potential dye, choline response; stronger effect = lower value. B-score at 10 µM. 0.86% of 310,000 active. AID 488975;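 active means B-score over 3 SD under the library average, and starting fluorescence ratio not unusually high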;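 further: choline stimulus applied at its EC90 after an EC20 pre-addition; B-score computed on integrated fluorescence ratio after choline addition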
# Target sequence (Q9GZV3 whole entry, looked up): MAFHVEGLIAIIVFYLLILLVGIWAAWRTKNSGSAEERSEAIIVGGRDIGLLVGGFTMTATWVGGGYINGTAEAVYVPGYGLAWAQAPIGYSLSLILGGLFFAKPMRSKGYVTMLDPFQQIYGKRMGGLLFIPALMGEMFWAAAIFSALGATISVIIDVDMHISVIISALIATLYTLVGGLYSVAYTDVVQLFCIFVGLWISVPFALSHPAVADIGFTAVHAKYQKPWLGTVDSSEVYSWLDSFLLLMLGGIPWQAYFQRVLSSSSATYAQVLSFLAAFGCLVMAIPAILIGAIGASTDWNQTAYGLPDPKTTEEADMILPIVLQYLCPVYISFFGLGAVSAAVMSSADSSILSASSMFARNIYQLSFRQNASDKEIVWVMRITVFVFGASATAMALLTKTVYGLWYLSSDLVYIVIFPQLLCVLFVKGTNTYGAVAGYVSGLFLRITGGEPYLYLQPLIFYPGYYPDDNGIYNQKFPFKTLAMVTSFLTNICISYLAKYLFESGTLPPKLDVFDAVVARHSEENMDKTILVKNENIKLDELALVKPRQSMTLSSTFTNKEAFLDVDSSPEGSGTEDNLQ
# CHT allo act – human CHT allosteric activation; 0.49% of 310,000 active; CHT-expressing cells, membrane potential dye, choline EC20; stronger effect = higher value; LV-AA mutant CHT in HEK293 cells; B-score at 10 µM;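 active means initial fluorescence not abnormally high and integrated response B-score, plate-corrected, over 3 SD above library mean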
# The depositor's hits bear a star; i = inactive. Outcome played no part in choosing rows; 1.4% or so of the library scored in one or more.
# The opening 2 compounds (preview)
Molecule	CHT allo act	CHT block
CSCCC(NS(=O)(=O)c1ccc2c(c1)c(=O)n(C)c(=O)n2C)C(=O)NC1CCN(Cc2ccccc2)CC1 (configuration not stated)	i	i
O=C(CN1C(=O)NC2NC(=O)NC21)N/N=C/c1ccccc1F (configuration not stated)	i	i

# The list itself, previewed entries included:
Molecule	CHT allo act	CHT block
CSCCC(NS(=O)(=O)c1ccc2c(c1)c(=O)n(C)c(=O)n2C)C(=O)NC1CCN(Cc2ccccc2)CC1 (configuration not stated)	i	i
O=C(CN1C(=O)NC2NC(=O)NC21)N/N=C/c1ccccc1F (configuration not stated)	i	i
COCCC(=O)N(Cc1ccc2c(c1)OCO2)C(C(=O)NC1CCCCC1)c1ccncc1 (configuration not stated)	i	i
O=C(CCNC(=O)c1ccccc1)Nc1ccc(F)c(Cl)c1	i	i
Cc1ccc(S(=O)(=O)N2CC(=O)Nc3ccccc32)cc1	i	i
Nc1nonc1-n1nnc(C(=O)N/N=C/c2ccc(OCc3ccccc3)cc2)c1CNc1ccccc1	i	i
C=CCC1(CC=C)CCCN1Cc1nc(COc2ccccc2)no1	i	i
COc1cccc(NC(=O)NCCCCc2ccccc2)c1	i	i
Cc1cc(C)nc(NS(=O)(=O)c2ccc(NC(=O)CSc3nc(-c4ccccc4)c(C#N)c(=O)[nH]3)cc2)n1	i	i
COc1ccc(NC(=O)C2CC2)cc1OC1CCCC1	i	i

# (listing goes on)
Molecule	CHT allo act	CHT block
C=CCOC(=O)C1=C[C@@H](c2csc3ccccc23)C[C@@H](OCc2ccc(CO)cc2)O1	i	i
CCN(CC)C(=O)Oc1ccc(OC(=O)N(CC)CC)cc1	i	i
COc1cccc(S(=O)(=O)Nc2ccc(C(=O)N3CCOCC3)cc2)c1	i	i
O=C(C/C=N\OCc1ccc([N+](=O)[O-])cc1)Nc1ccc(Cl)cc1	i	i
CCCSc1nn2c(=O)c3ccccc3nc2s1	i	i
CCSC1=N/C(=C\c2ccc(C(=O)O)cc2)C(=O)S1	i	i
COc1cc(OC)cc(C(=O)N[C@H](C(=O)OCC(=O)Nc2sccc2C#N)C(C)C)c1	i	i
CCCCCC1=CCC/C1=N\NC(=O)c1ccc2c(c1)OCO2	i	i
CCN1/C(=C(\O)c2ccccc2)C(=O)c2ccccc2S1(=O)=O	i	i
CC(C)(C)NC(=O)CSc1nc2ccccc2c(=O)[nH]1	i	i

# New compounds follow:
Molecule	CHT allo act	CHT block
CCOc1ccccc1C(=O)Nc1nccs1	i	i
c1ccc2c(c1)c1ccccc1n1c(-c3ccc4c(c3)OCO4)nnc21	i	i
Cc1ccc(-n2c(-c3ccccc3)nnc2-c2cccs2)cc1	i	i
Cc1cccc(N2C(=O)CN(Cc3cccs3)C2=S)c1	i	i
O=C(Nc1ccc(O)cc1C(=O)O)c1cccs1	i	i
COc1ccc(N(Cc2ccco2)C(=O)c2ccccc2F)cc1OC	i	i
COc1cccc(C(=O)NCCC(=O)NCc2cc(=O)n(C)c(=O)n2C)c1	i	i
Cn1c(=O)c2c(nc(N3CCOCC3)n2Cc2c(F)cccc2Cl)n(C)c1=O	i	i
CCN1CCC(NC(=O)c2cc(OC)c(OC)cc2OC)CC1	i	i
CC(C)[C@H](NC(=O)c1cccc(S(=O)(=O)N2CCCC2)c1)c1nc2ccccc2[nH]1	i	i

# Following part.
Molecule	CHT allo act	CHT block
CCN(CC(=O)Nc1c(F)cccc1F)C(=O)CCCc1c[nH]c2ccccc12	i	i
N/C(=N\OC(=O)c1ccccc1Br)c1cccc([N+](=O)[O-])c1	i	i
Cc1cnn(CCC(=O)NNC(=S)Nc2ccccc2)c1	i	i
CCOc1cc(C2C3=C(CCCC3=O)OC3=C2C(=O)CCC3)cc([N+](=O)[O-])c1O	i	i
CC(NC(=O)C1CCC(=O)N1Cc1ccc(F)cc1)c1ccc2c(c1)OCCO2 (configuration not stated)	i	i
CN1CCN(Cc2c(O)ccc3occ(C(=O)c4ccccc4)c23)CC1	i	i
CCCOP(=O)(c1ccc(N(C)C)cc1)C(O)c1ccc(N(C)C)cc1 (configuration not stated)	i	i
COC(=O)C(C)Oc1cc(C)ccc1COc1ccc(-n2nc(C)n(C(F)F)c2=O)cc1 (configuration not stated)	i	i
O=C(Nc1nc(-c2cccnc2)cs1)c1ccccc1Cl	i	i
Cc1cccc(N2CCN(C(=O)CCn3c(=O)[nH]c4ccsc4c3=O)CC2C)c1 (configuration not stated)	i	i

# (further entries)
Molecule	CHT allo act	CHT block
CCc1ccc(-c2cc3c(=O)n(CC(=O)NCCCN4CCN(CC)CC4)nc(C)n3n2)cc1	i	i
COc1ccc(-c2nnc3ccc(SCC(=O)N4CCCC4)nn23)cc1	i	i
CN(Cc1ccccc1)C(=O)COC(=O)CNS(=O)(=O)c1ccc2ccccc2c1	i	i
CCNC(=O)C1CCCN1C(=O)C(CCCN=C(N)N)NC(=O)C(CC(C)C)NC(=O)C(Cc1cn(Cc2ccccc2)cn1)NC(=O)C(Cc1ccc(O)cc1)NC(=O)C(CO)NC(=O)C(Cc1c[nH]c2ccccc12)NC(=O)C(Cc1cnc[nH]1)NC(=O)C1CCC(=O)N1 (configuration not stated)	i	i
CC(=O)N1CCN(Cc2nc(C(c3ccccc3)c3ccccc3)no2)CC1	i	i
CCCC1=NN2C(=N)/C(=C\c3cc(C)n(-c4cc(C)cc(C)c4)c3C)C(=O)N=C2S1	i	i
CCCc1cc(=O)oc2c3c(cc(OCC(=O)N[C@@H](C)C(=O)O)c12)OC(C)(C)CC3	i	i
Cc1cccc(C)c1OCc1nnc2c3cnn(C)c3ncn12	i	i
CCCn1cc(S(=O)(=O)c2ccc(F)cc2)c(=O)c2cc(OCC)ccc21	i	i
COc1ccc(/C=N\NC(=O)c2ccc(-c3ccccc3)cc2)c(OC)c1OC	i	i

# Later entries.
Molecule	CHT allo act	CHT block
O=[N+]([O-])c1cc(C=Nc2cccc3c(O)cccc23)ccc1Cl	i	i
O=[N+]([O-])c1cccc(-c2cc(-c3cc(Br)ccc3O)[nH]n2)c1	i	i
CCC(C)C(NC(=O)c1ccccc1NC(=O)c1ccc(C)cc1)C(=O)O (configuration not stated)	i	i
CCN1CCN(C(=O)Nc2cccc(C(F)(F)F)c2)CC1	i	i
CN1CCc2c(sc3nc(SCC(=O)N4CCOCC4)n(-c4ccc(Cl)cc4)c(=O)c23)C1	i	i
COc1ccc(S(=O)(=O)NCc2ccc3c(c2)OCO3)cc1C	i	i
CCN(CC)C1=NC=CC(c2ccccc2)=CC1C (configuration not stated)	i	i
COn1c(-c2ccccc2)nc2c1CCc1c-2no[n+]1[O-]	i	i
O=C(CCc1ccccc1)NNC(=O)c1ccccc1Cl	i	i
COC(=O)c1ccc(S(=O)(=O)NCc2cccc(OC)c2)n1C	i	i

# The list continues.
Molecule	CHT allo act	CHT block
Cc1cc(N2CCN(c3nc4ccccc4s3)CC2)n2ncnc2n1	i	i
COC(=O)c1cc(N2C(=O)C3C(C2=O)C2(C)C=CC3(C)O2)ccc1Cl (configuration not stated)	i	i
COc1ccc(N2CCN(C3CCCN(Cc4cccc(C(C)=O)c4)C3)CC2)cc1 (configuration not stated)	i	i
CCC(C(=O)N/N=C/c1cccnc1)c1ccccc1 (configuration not stated)	i	i
Cc1ccc(NC(=O)C2CCN(S(=O)(=O)c3ccc4c(c3)NC(=O)CO4)CC2)cc1	i	i
COCCNC(=O)Cc1cn(C)c2ccccc12	i	i
CC1CN(C(=O)CSc2nnc(NC(=O)NC(C)(C)C)s2)CC(C)O1 (configuration not stated)	i	i
O=C(NCCCn1ccnc1)c1cccnc1	i	i
O=C(CCNC(=O)c1ccco1)Nc1ccccc1	i	i
O=c1c(O)cccc2cc(O)c(O)c(O)c12	i	i

# The list goes on:
Molecule	CHT allo act	CHT block
Cc1cc(NC(=O)c2ccc(Cl)cc2)n(CCOC(=O)c2ccc(Cl)cc2)n1	i	i
CS(=O)(=O)N1N=C(c2ccco2)CC1c1cccc([N+](=O)[O-])c1 (configuration not stated)	i	i
CSc1ccccc1NC(=O)Cn1nc([N+](=O)[O-])cc1C	i	i
CN1CCN(CC(=O)n2c3c(c4ccccc42)CCCC3)CC1	i	i
O=C(COC(=O)c1nc(Cl)ccc1Cl)NCc1cccs1	i	i
CCOc1ccc(NC(=O)CCC(=O)NNC(=O)c2ccccc2Cl)cc1	i	i
CCOC(=O)C1(C)/C(=N/Nc2cccc(Cl)c2)C(=O)C(=O)N1c1ccccc1 (configuration not stated)	i	i
COCC1CCN(Cc2cn[nH]c2-c2ccc(OC)c(F)c2)C1 (configuration not stated)	i	i
CCOc1ccc(Br)cc1S(=O)(=O)Nc1cccnc1	i	i
CCOc1ccc(-n2c(SCC(N)=O)nnc2-c2cccnc2)cc1	i	i

# Additional compounds follow.
Molecule	CHT allo act	CHT block
CCCCSc1cc(=O)n(-c2ccccc2)nc1C(=O)OCC	i	i
COc1ccc(/C=C\c2cc(OC)c(OC)cc2CC[N+](C)(C)C)cc1OC	10*	i
CC(=O)Nc1sc(-c2ccc(Cl)cc2)nc1-c1ccccc1	i	i
Cc1ccccc1C(=O)NC(=S)NCc1ccccc1	i	i
O=C(CN1CCN(c2ccccc2F)CC1)NCc1ccc(Cl)cc1	i	i
CCN1CCN(c2ncc(C(=O)N3CCCc4ccccc43)c3ccccc23)CC1	i	i
N#Cc1cc2c(nc1SCc1ccccc1)CCCCC2	i	i
CC(=O)OC1CC(n2ccc(NC(=O)c3ccccc3)nc2=O)OC1CO (configuration not stated)	i	i
Cc1ccnc(-n2sc3ccccc3c2=O)n1	i	i
Cc1n[nH]c(=S)n1-c1cccc(Cl)c1	i	i

# Additional results.
Molecule	CHT allo act	CHT block
CCCCCn1c(=O)c(Cc2ccccc2)c(O)c2ccccc21	i	i
CCCN(CCC)c1nc(Cl)nc(NCCN2CCOCC2)n1	i	i
O=C(Cn1c(NCCO)nc2ccccc21)c1ccc([N+](=O)[O-])cc1	i	i
Cc1cc(Cl)cc2sc(NC(=O)c3ccco3)nc12	i	i
FC(F)(F)c1cc(-c2ccccc2)nc(NCc2cccs2)n1	i	i
COc1ccc(C(=O)Nc2c3c(nn2-c2cccc(Cl)c2)CS(=O)C3)cc1 (configuration not stated)	i	i
COc1ccc(OC)c(NC(=O)Cn2c(-c3ccc(Cl)cc3)noc2=O)c1	i	i
COc1ccc(Oc2nc(-c3ccccn3)ncc2OC)cc1	i	i
O=C(COC(=O)c1cncc(Br)c1)NCc1ccccc1	i	i
Cc1nc(CCNC(=O)COc2ccccc2)cs1	i	i

# Single records (already shown). Order of values: CHT allo act	CHT block
# Cc1nc(CCNC(=O)COc2ccccc2)cs1 in the list: i	i
# COc1ccc(Oc2nc(-c3ccccn3)ncc2OC)cc1 in the list: i	i

# Additional compounds follow.
Molecule	CHT allo act	CHT block
Nc1nnnn1/N=C/c1cc(Cl)cc(Cl)c1OCc1ccc(Cl)cc1Cl	i	i
Cc1ccc(C(=O)NCCN2CCOCC2)c(Cl)c1	i	i
Cc1cccc(NC(=O)C2CCN(c3nccc(C)n3)CC2)c1	i	i
Cc1ccc(N(CC(=O)N/N=C/c2ccco2)S(=O)(=O)c2ccccc2)cc1	i	i
O=C1CC(C(=O)NC2CCCCC2)C2(CCCCC2)O1 (configuration not stated)	i	i
Cc1ccc(OC(C)C(=O)Nc2ccccc2C(=O)N2CCN(C)CC2)cc1 (configuration not stated)	i	i
NC(=O)COc1cccc2cccnc12	i	i
Cc1ccccc1-c1nc(CN2CCC(C(=O)N3CCC(C(N)=O)CC3)CC2)c(C)o1	i	i
O=C(Nc1cccs1)Nc1ccc(F)cc1F	i	i
O=C(NC1CCS(=O)(=O)C1)c1ccc(S(=O)(=O)N2CCCCC2)cc1 (configuration not stated)	i	i

# Next section:
Molecule	CHT allo act	CHT block
Cc1ccc(Sc2cc(C(F)(F)F)nc(N(C)C)n2)cc1	i	i
CCn1cc(CN(C)S(=O)(=O)c2ccc3ccccc3c2)c(C)n1	i	i
COc1ccc(N2CCN(C(=O)CN(c3ccccc3)S(C)(=O)=O)CC2)cc1	i	i
COCCn1c(SCC(=O)Nc2cccc(F)c2)nc2c(c1=O)SCC2	i	i
O=C(Nc1ccccc1C(=O)N1CCCC1)c1cccc(S(=O)(=O)N2CCCCC2)c1	i	i
CC1CCN(C(=O)/C(=C\c2ccco2)NC(=O)c2ccccc2)CC1	i	i
COc1ccc(CNC(=O)c2noc(C(C)C)c2[N+](=O)[O-])cc1	i	i
Cc1cc([N+](=O)[O-])nn1CC(=O)Nc1ccc(F)cc1	i	i
Cc1ccc(NC(=O)Cc2ccc(-c3ccccc3)cc2)nc1	i	i
N#Cc1ccccc1OCC(O)CS(=O)(=O)c1ccccc1 (configuration not stated)	i	i

# Remaining list, next part
Molecule	CHT allo act	CHT block
COc1ccc(CC(=O)Nc2nnc(C(C)C)s2)cc1OC	i	i
Cc1cc(C(=O)N/N=C2/CC(C)CC(C)(C)C2)c(C)o1 (configuration not stated)	i	i
COc1ccc(C2CC(c3cccs3)=Nc3ccccc3S2)cc1 (configuration not stated)	i	i
CCC(C)n1c(=N)c(C#N)cc2c(=O)n3ccccc3nc21 (configuration not stated)	i	i
O=C(CCn1c(=O)oc2ccccc21)n1c(=O)oc2ccccc21	i	i
Cc1ccc(C)c(NC(=O)COC(=O)CCCN=C2NS(=O)(=O)c3ccccc32)c1	i	i
COc1ccc(F)cc1S(=O)(=O)Nc1ccc2c(c1)OCO2	i	i
Cc1cccc(Nc2nc(N)nc(CN3CCN(c4ccccc4F)CC3)n2)c1	i	i
O=C(CC1NCCN(Cc2ccccc2)C1=O)Nc1ccc(Cl)cc1 (configuration not stated)	i	i
CCC1=C/C(=C\c2ccc3c(c2)OCO3)C(=O)S1	i	i
COc1ccc(CN(C)CC2CCCN(CCc3ccc(F)cc3)C2)cc1OC (configuration not stated)	i	i
Cc1ccc(S(=O)(=O)/N=C(/Nc2c(C)n(C)n(-c3ccccc3)c2=O)c2ccccc2)cc1	i	i
